Compound activity deposited in PubChem by National Center for Advancing Translational Sciences (NCATS).
mIDH1 inhibitor: blocks human mutant IDH1 R132H enzyme. IDH1-R132H enzyme, NADPH consumption, diaphorase/resazurin fluorescence. O75874. actives 0.093% (n = 390,000). Potency, µM (top dose mostly 76.6 µM), for the others: at the highest dose activity change, negative = inhibition, most hits filed as inhibitors; further: potency means the concentration at half of the fitted maximal effect; on the % scale 0 is the no-effect control and ±100 the full control effect; nearly all actives have a fitted effect of over 65% in size
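IDH1-R132H (0.5 ug/mL dispensed) in pH 7.5 Tris buffer was preincubated 30 min with compound, then given a substrate mix of 0.016 mM NADPH and 2 mM alpha-KG for 80 min at room temperature; remaining NADPH was read by diaphorase/resazurin fluorescence.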
GLS inh: inhibitors of human glutaminase (GLS). Potency, µM (doses to about 45.5 µM), for inactives: at the highest dose activity change, negative = inhibition, usual class: inhibitors. GLS enzymatic activity, qHTS titration. O94925. actives 0.21% (n = 410,000); further: potency means the concentration at half of the fitted maximal effect; on the % scale 0 is the no-effect control and ±100 the full control effect
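hKGA in 45 mM KH2PO4 (pH 8.2), 0.02% Tween-20 with compound, then 1mM L-Glutamine (stock as added) plus glutamate oxidase/HRP/Amplex red coupling mix. Fluorescence read initially and after 30 min at RT; signal change reflects glutamate formation.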
TrxR1 substrate: substrates of rat thioredoxin reductase 1 | purified TrxR1 substrate turnover, NADPH consumption readout | O89049 | actives 0.01% (n = 390,000) | AID 588456 | Potency, µM (highest dose often 114 µM), for inactives: at the highest dose activity change, negative = substrate turnover; further: potency means the concentration at half of the fitted maximal effect; on the % scale 0 is the no-effect control and ±100 the full control effect; nearly all actives have a fitted effect of over 50% in size
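Rat TrxR1, dispensed at 90 nM, was prereduced with 400 uM NADPH (final) for 5 min at ~22 deg C, then incubated with compound 15 min before 400 uM selenite. A first-read NADPH fluorescence drop versus no-compound background flagged substrates.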
USP1-UAF1 inh: blocks the human USP1/UAF1 deubiquitinase complex. recombinant USP1/UAF1, Ub-Rhodamine cleavage fluorescence. Potency, µM (highest dose often 57.1 µM), without a hit: at the highest dose activity change, negative = inhibition, actives largely listed as inhibitors. actives 0.23% (n = 390,000); further: potency means the concentration at half of the fitted maximal effect; on the % scale 0 is the no-effect control and ±100 the full control effect; nearly all actives have a fitted effect of over 60% in size; inactives centre near -12
Target sequence (O94782 whole entry, looked up): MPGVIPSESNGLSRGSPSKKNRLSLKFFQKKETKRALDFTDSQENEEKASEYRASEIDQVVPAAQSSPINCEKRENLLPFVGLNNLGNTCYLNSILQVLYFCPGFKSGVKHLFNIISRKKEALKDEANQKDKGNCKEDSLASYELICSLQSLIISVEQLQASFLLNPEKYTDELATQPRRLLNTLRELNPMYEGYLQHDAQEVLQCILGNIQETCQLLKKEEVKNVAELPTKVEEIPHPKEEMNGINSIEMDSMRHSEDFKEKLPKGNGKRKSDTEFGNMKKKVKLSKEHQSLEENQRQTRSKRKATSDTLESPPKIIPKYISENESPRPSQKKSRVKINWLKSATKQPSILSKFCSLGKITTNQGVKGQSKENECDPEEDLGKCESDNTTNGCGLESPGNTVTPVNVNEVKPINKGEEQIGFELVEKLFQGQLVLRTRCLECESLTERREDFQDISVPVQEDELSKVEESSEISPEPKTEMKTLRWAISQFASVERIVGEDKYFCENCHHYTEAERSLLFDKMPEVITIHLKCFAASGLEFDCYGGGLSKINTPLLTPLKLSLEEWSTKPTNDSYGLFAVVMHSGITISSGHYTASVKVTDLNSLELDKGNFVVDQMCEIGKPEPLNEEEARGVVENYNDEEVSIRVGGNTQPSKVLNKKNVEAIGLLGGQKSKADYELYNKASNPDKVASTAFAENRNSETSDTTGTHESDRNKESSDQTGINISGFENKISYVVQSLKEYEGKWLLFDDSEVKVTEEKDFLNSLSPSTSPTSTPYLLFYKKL
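USP1/UAF1 complex at 1 nM was preincubated with compound for 15 min at room temperature, then Ub-Rho substrate (150nM final) was added. Fluorescence (480/540 nm) was read kinetically, 6 reads every 60 seconds.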
Pin1 inh: blocks the human prolyl isomerase Pin1. actives 0.009% (n = 390,000). AID 504891. Pin1 FP peptide displacement, HiFluor488, 10 min. Potency, µM (highest dose often 115 µM), inactives show at the highest dose activity, negative = inhibition, actives largely listed as inhibitors; active means well fitted inhibition curve with a large enough effect in the polarisation, with a control signal flat, not every such curve was filed as active; inconclusive means small, poorly fitted or top-dose-only effect, or effect the other way, or a change in a side signal; inactive means no such curve, though single readings can be large or run the other way; the % refers to the polarisation; further: potency means the concentration at half of the fitted maximal effect; on the % scale 0 is the no-effect control and ±100 the full control effect
Target sequence (Q13526 whole entry, looked up): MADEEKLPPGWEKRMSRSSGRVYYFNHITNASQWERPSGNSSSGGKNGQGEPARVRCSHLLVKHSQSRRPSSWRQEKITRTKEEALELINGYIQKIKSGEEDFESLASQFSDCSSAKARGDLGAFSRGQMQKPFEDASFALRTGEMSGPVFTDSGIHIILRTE
PI4K2A block: PI4K2A (human) kinase inhibition; Q9BTU6; purified PI4K2A, ADP-Glo luminescence, 1 h; active compounds read low; activity change, negative = inhibition, % at 76.9 µM; actives 0.13% (n = 420,000); in the data active means activity change below about -50%; inconclusive means mostly about -30% to -49%;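 further: -100% = wells without enzyme as full effect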
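In this quantitative HTS, ADP production by PI4K2A was quantified luminescently after 1 h at ambient temperature; 100 microM adenosine served as plate-quality control.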
rTrxR1 inhibitor: inhibitors of rat thioredoxin reductase 1; recombinant rTrxR1, NADPH fluorescence consumption, selenite substrate; Potency, µM (doses to about 114 µM), for inactives: at the highest dose activity change, negative = inhibition, usual class: inhibitors; O89049; AID 588453; actives 1% (n = 390,000); further: potency means the concentration at half of the fitted maximal effect; on the % scale 0 is the no-effect control and ±100 the full control effect; nearly all actives have a fitted effect of over 65% in size
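Rat TrxR1 (90 nM in the dispensed reagent) was pre-reduced with 400 uM NADPH for 5 min at room temperature, then incubated with compound for 15 min. After 400 uM selenite was added, NADPH fluorescence (Ex 340/Em 450 nm) was followed for 8 min.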
PGK inhibitor: T. brucei PGK inhibition. Potency, µM (series often up to 57.5 µM), inactives show at the top dose activity change, negative = inhibition, most hits filed as inhibitors. actives 0.043% (n = 380,000). P07378. AID 602233. PGK/GAPDH coupled, Kinase-Glo luminescence, 60 min; further: potency means the concentration at half of the fitted maximal effect; on the % scale 0 is the no-effect control and ±100 the full control effect; nearly all actives have a fitted effect of over 60% in size
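Luminescent ATP detection (Kinase-Glo Plus) follows a 60-minute room-temperature incubation, with wells lacking PGK as controls. Buffer: 100 mM TEA (pH 7.6), 5 mM MgCl2, 0.01% Tween-20. Coupling enzyme GAPDH (100 nM final) supplies unstable 1,3-BPG in-well.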
HP1b binding inh: blocks HP1-beta chromodomain binding to methylated histone tails; AlphaScreen HP1-beta / biotin-H3K9me3 peptide binding; AID 540317; P83916; actives 0.56% (n = 390,000); Potency, µM (series often up to 114 µM), for inactives: top-dose activity change, negative = inhibition, actives largely listed as inhibitors; further: potency means the concentration at half of the fitted maximal effect; nearly all actives have a fitted effect of over 70% in size; inactives centre near 23
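Compound inhibition of the preformed complex between 50 nM HP1-beta and 50 nM biotinylated H3K9me3 peptide was read by AlphaScreen. Buffer was PBS pH 7.4 with 0.01% Tween-20. Incubations ran 30 min at room temperature, with 10 ug/mL donor/acceptor beads.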
* = called active by the depositor; i = inactive; ? = inconclusive; . = no result given; & = joins results of further samples; [ ] = remark or other dose. Unless noted, the call rests on the fitted dose curve; in most records, active means well fitted curve in the direction sought with a large enough effect; inconclusive means small, poorly fitted or top-dose-only effect, or another doubt; inactive means no such curve, though single readings can be large; an effect the other way counts as inactive or inconclusive. The list is partial. The share of hits here may be higher or lower than overall.

no.	mIDH1 inhibitor	GLS inh	TrxR1 substrate	USP1-UAF1 inh	Pin1 inh	PI4K2A block	rTrxR1 inhibitor	PGK inhibitor	HP1b binding inh	compound
1	-4%	-5%	1%	-22%	6%	5	12%	-4%	7%	Cc1c(C(=O)N2CC3(CC(c4cccc(NC(=O)CC(c5ccccc5)c5ccccc5)c4)=NO3)C[C@@H]2C(N)=O)cc([N+](=O)[O-])cc1[N+](=O)[O-] (some centres undefined)
2	-6%	0%	1%[57.1 µM]	-15%	7%	-6	1%[2.29 µM]	i	30%	CCNC(=O)Oc1ccc[nH]c1=O
3	-4%	-7%	3%[57.1 µM]	-16%	0%	1	4%[57.1 µM]	-16%	42%[activator]	Cc1cccc(C(=O)Nc2ccc3c(c2)nc(C)n3C)c1
4	12%	8%	-1%	5%	0%	2	-8%	i	44%	CC1(C)O[C@H]2[C@@H](O1)[C@@H](C(=O)Nc1ccccc1O)O[C@@H]1OC(C)(C)O[C@@H]12
5	.	-19%	0%	.	1%&6%	-3	45µM*	i	?	Cn1nnnc1Sc1ncnc2scc(-c3cccs3)c12
6	-7%	4%	-5%	-1%	12%	-5	30%	2%	8%	CN(CC(=O)Nc1cccc(F)c1)C(=O)c1cc(S(=O)(=O)N2CCN(c3ccccc3)CC2)ccc1Cl
7	-5%	2%	0%[57.1 µM]	-3%	2%	3	3%[57.1 µM]	i	9%	COc1cccc2c1OCC/C2=N\NC(=O)C(C)Oc1ccc([N+](=O)[O-])cc1 (centres undefined)
8	2%	-5%	-4%	-3%	2%	2	-3%[57.1 µM]	4%	31%	O=C(Cc1ccc([N+](=O)[O-])cc1)Nc1ccc(Cl)cc1
9	-4%	4%	-1%	-4%	?	-1	-1%	-8%	23%	O=Cc1c(-c2ccc(Cl)cc2)oc2ccc(O)cc12
10	-7%	2%	0%	-23%	-2%	0	21%	5%	21%	Fc1ccc(-c2csc(NC3=NCCC3)n2)cc1
11	-3%	4%	1%	-27%	1%	4	17%	-2%	-13%	COc1ccc(NC(=O)CO/N=C/C(=O)Nc2ccccc2C)c([N+](=O)[O-])c1
12	-2%	9%	4%[57.1 µM]	-18%	18%	8	0%[57.1 µM]	-2%	?	Cc1cccc(C2c3[nH]c4ccccc4c3CCN2C(=O)c2cc(-c3cccn3C)n[nH]2)n1 (centres undefined)
13	6%	-1%	-7%	-15%	-2%	-4	6%	-1%	13%	CS(=O)(=O)Nc1ccc(C(=O)Nc2ccccc2C(=O)NCc2ccco2)cc1
14	3%	?	9%[57.1 µM]	-5%	-1%	4	32%[57.1 µM]	0%	5%	CC12CCC(c3c1nc1ccccc1[n+]3[O-])C2(C)C (centres undefined)
15	3%	23%	-9%	4%	0%	7	-17%	0%	2%	COc1ccc(CC(=O)Oc2ccc(Br)cc2F)cc1S(=O)(=O)N1CCOCC1
16	-5%	-2%	-6%	-5%	9%	1	-4%	7%	43%[activator]	CCCc1cc(=O)[nH]c(SCC(=O)NC2CC2)n1
17	5%	12%	2%	-16%	-4%	-7	?	-10%	16%	COc1ccc(NC(=S)NC(=O)c2ccccc2)cn1
18	-7%	1%	-4%	7%	1%	2	-1%	-10%	15%	CCC(C(=O)Nc1cc(C)ccc1OC)n1nnc(C(=O)OC)c1C(=O)OC (centres undefined)
19	10%	14%	-10%	?	4%	3	-12%	-9%	?	COc1ccc(C2=C(N3CCN(c4cccc(C)c4)C(C)C3)c3ccccc3C2=O)cc1 (centres undefined)
20	2%	13%	0%	-9%	2%	1	12%	4%	-12%	O=[N+]([O-])c1ccc(N2CCN(S(=O)(=O)c3ccccc3)CC2)cc1NCC1CCCO1 (centres undefined)
21	0%	-3%	-4%	-9%	-2%	6	-12%	i	6%	CSCC[C@H](NC(=O)c1ccc2ccccc2c1)C(=O)N1CCC2(CC1)NCCc1[nH]cnc12
22	-3%	1%	.	-14%	.	-2	.	-10%	.	C[C@H]1CN([C@@H](C)CO)C(=O)CCCn2nncc2CO[C@H]1CN(C)C(=O)C1CC1
23	5%	24%	148%[activator][57.1 µM]	1%	-11%	2	71%[activator][57.1 µM]	20%	3%	COC(=O)c1nc(-c2ccccc2)oc1N(C)C
24	1%	-4%	19%	-9%	-4%	-3	14%	-12%	41%[activator]	Cn1c(SCC(=O)NCc2cccs2)nnc1-c1ccc(S(=O)(=O)N2CCCC2)cc1
25	8%	12%	-6%	-10%	-1%	-6	-1%	-9%	16%	CN1C(=O)c2ccc(NC(=O)c3c(C(=O)O)cccc3[N+](=O)[O-])cc2C1=O
26	5%	-16%	-3%	-7%	7%	-3	-18%	i	-9%	CCN(CC(=O)NCc1ccc(F)cc1)Cc1nc2ccccc2c(=O)[nH]1
27	-1%	0%	-9%	0%	-17%	3	12%[11.4 µM]	6%	-6%	CCOC(=O)C1=C(c2ccccc2)NC(=S)NC1c1ccc(Cl)cc1 (centres undefined)
28	19%	-8%	-5%	-9%	-3%	1	23%[57.1 µM]	i	43%[activator]	O=c1cc(CSc2nc3cc(Cl)ccc3o2)nc2sccn12
29	6%	10%	13%	-18%	31%[activator]	-2	16%	-11%	26%	Fc1cccc(-c2cc3nc4c(c(NCc5ccco5)n3n2)CCCC4)c1
30	-4%	11%	0%	-2%	-13%	-6	19%	-8%	28%	CCc1nnc(NS(=O)(=O)c2ccc(NC(=O)c3ccc(C#N)cc3)cc2)s1

Arranged by molecular weight (falling): some entries from above.
no.	mIDH1 inhibitor	GLS inh	TrxR1 substrate	USP1-UAF1 inh	Pin1 inh	PI4K2A block	rTrxR1 inhibitor	PGK inhibitor	HP1b binding inh	compound
6	-7%	4%	-5%	-1%	12%	-5	30%	2%	8%	CN(CC(=O)Nc1cccc(F)c1)C(=O)c1cc(S(=O)(=O)N2CCN(c3ccccc3)CC2)ccc1Cl
8	2%	-5%	-4%	-3%	2%	2	-3%[57.1 µM]	4%	31%	O=C(Cc1ccc([N+](=O)[O-])cc1)Nc1ccc(Cl)cc1
2	-6%	0%	1%[57.1 µM]	-15%	7%	-6	1%[2.29 µM]	i	30%	CCNC(=O)Oc1ccc[nH]c1=O

(listing goes on)
no.	mIDH1 inhibitor	GLS inh	TrxR1 substrate	USP1-UAF1 inh	Pin1 inh	PI4K2A block	rTrxR1 inhibitor	PGK inhibitor	HP1b binding inh	compound
31	6%	38%[activator]	-2%[57.1 µM]	-3%	-5%	-6	-13%[57.1 µM]	-4%	0%	CCOc1ccc(N2CC(C(=O)NCc3cccc(C)c3)CC2=O)cc1 (centres undefined)
32	-1%&-6%	-10%&3%	3%&-4%	-14%&-4%	?	13&6	22%&14%	-2%&-3%	-17%&-29%	C/C(N)=C(/C#N)C(=O)COC(=O)c1cc(C)n(-c2ccc(F)cc2)c1C
33	0%	6%	6%	-16%	4%	-7	20%	-9%	6%	CCN(CC)c1ccc(S(=O)(=O)N2CCCCC2)cc1NC(=O)C1=COCCO1
34	2%	-11%	10%[57.1 µM]	?	-1%	3	18%[57.1 µM]	-6%	72%[activator]	Cc1ccc(C(=O)N2CC(C)CC(C)C2)cc1NC1=NC2CS(=O)(=O)CC2S1 (centres undefined)
35	-4%	15%	8%	-16%	-11%	-1	10%	2%	25%	O=C(Nc1ccc(OCc2cc(=O)n3ccsc3n2)cc1)c1ccc(F)cc1
36	1%	-11%	2%	-22%	23%	6	8%	1%	5%	O=C(c1cc2c(s1)CCCC2)N1CCN(S(=O)(=O)c2ccccc2C(F)(F)F)CC1
37	1%	-1%	7%	-12%	6%	-10	24%	-4%	37%	C1=C(CCNc2ncnc3nc[nH]c23)CCCC1
38	-2%	-10%	-1%[57.1 µM]	-18%	?	-2	-8%[57.1 µM]	9%	20%	CCN1C(=O)[C@H]2[C@@H](c3ccc(-c4cccc(Cl)c4)cc3)N[C@@](C)(C(=O)OC)[C@H]2C1=O
39	1%	5%	11%[57.1 µM]	-20%	-8%	1	-22%	i	28%	CN1CCN(c2oc(-c3ccco3)nc2S(=O)(=O)c2ccccc2)CC1
40	-6%	24%	9%	-19%	9%	4	23%	-3%	16%	COc1cccc(-n2c(C)cc(/C=C3\C(=N)N4N=C(CC(=O)N5CCOCC5)SC4=NC3=O)c2C)c1

An excerpt of these results, with values under each structure:
Every second line gives: mIDH1 inhibitor | GLS inh | TrxR1 substrate | USP1-UAF1 inh | Pin1 inh | PI4K2A block | rTrxR1 inhibitor | PGK inhibitor | HP1b binding inh
5: Cn1nnnc1Sc1ncnc2scc(-c3cccs3)c12
  . | -19% | 0% | . | 1%&6% | -3 | 45µM* | i | ?
6: CN(CC(=O)Nc1cccc(F)c1)C(=O)c1cc(S(=O)(=O)N2CCN(c3ccccc3)CC2)ccc1Cl
  -7% | 4% | -5% | -1% | 12% | -5 | 30% | 2% | 8%
7: COc1cccc2c1OCC/C2=N\NC(=O)C(C)Oc1ccc([N+](=O)[O-])cc1 (centres undefined)
  -5% | 2% | 0%[57.1 µM] | -3% | 2% | 3 | 3%[57.1 µM] | i | 9%
8: O=C(Cc1ccc([N+](=O)[O-])cc1)Nc1ccc(Cl)cc1
  2% | -5% | -4% | -3% | 2% | 2 | -3%[57.1 µM] | 4% | 31%
